# High-throughput results from PubChem BioAssay.
# NOD2 RIPK2 PPI = blocks binding of human NOD2 to RIPK2. O43353. CHO BLA complementation NOD2-RIPK2, CCF4 ratio. inhibition, % at 4.98 µM. actives 0.38% (n = 360,000); in the data active means inhibition above about 21%;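 further: 0% = vehicle only and 100% = reference blocker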
# N-glyco inh = N-linked glycosylation inhibition; D54 ERlucT glycosylation luciferase reporter, 24 h; percent of 100 nM tunicamycin response; reporter increase, % at 12.5 µM; actives 0.23% (n = 360,000);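 active means mean luciferase reporter signal, scaled so untreated is 0 and the glycosylation-blocking control 100, at or above a set limit in every replicate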;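 further: luciferase carries N-glycosylation sites so blocking glycosylation raises the light; 0% = median of neutral control wells and 100% = median of 100 nM tunicamycin wells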
# MC4R barr agon = activates human MC4R beta-arrestin recruitment. U2OS MC4R beta-arrestin complementation, luminescence; percent of melanotan II response, DMSO zero. activation, % at 8.9 µM. actives 0.98% (n = 360,000). AID 540308;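 active means activation above a per-plate cutoff, the mean activation of sample wells on that plate plus 3 SD, cut at about 8% in these data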
# MC4R antag cAMP = blocks human MC4R cAMP signaling; P32245; MC4R-expressing cells, MTII-stimulated cAMP, LANCE TR-FRET; inhibition, % at 6.5 µM; actives 0.48% (n = 360,000); AID 540295;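 active means inhibition above its plate's cutoff, the mean of tested wells on that plate plus 3 SD, cut at about 29% in these data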;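 further: 0% = Melanotan II alone and 100% = Melanotan II plus saturating MCL0020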
#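 system = U2OS cells with stable human MC4R expression | also added = Melanotan II challenge after compound preincubation | dosing = one concentration, 6.5 µM nominal | incubation = compound 30 min, challenge 1 h, detection 1 h | measured by = TR-FRET with Eu-cAMP and labeled anti-cAMP, 671 nm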
# ABCB6 inh MLPCN = inhibitors of human ABC transporter ABCB6. K562-ABCB6 porphyrin accumulation, flow cytometry, 1 h; hits give low values. fluorescence ratio to DMSO, % at 10 µM. actives 0.19% (n = 360,000). AID 602162;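 active means fluorescence ratio to DMSO below 75%, the collection mean minus 3 SD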;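 further: signal is porphyrin accumulated inside mitochondria; 100% equals median channel fluorescence of DMSO control wells; lower ratio means ABCB6 inhibition with less porphyrin fluorescence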
# SRC2 inh = inhibits human steroid receptor coactivator 2. actives 0.17% (n = 370,000). Q15596. HEK293 GAL4-SRC2 luciferase reporter, luminescence. inhibition, % at 9 µM. AID 651957;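 active means inhibition above the mean inhibition of all tested compounds plus 3 SD, set per campaign, cut at about 52% in these data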;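 further: 0% = DMSO treated cells and 100% = cells given Gossypol at 36 µM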
# ABHD5 PLIN5 PPI = blocks binding of human ABHD5 to perilipin-5; Q00G26+Q8WTS1; Split G. princeps luciferase complementation, luminescence, 4 h; inhibition, % at 4 µM; actives 0.78% (n = 360,000); AID 602281;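 active means inhibition above the mean inhibition across every tested compound plus 3 SD, cut at about 22% in these data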;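 further: 0% = DMSO only wells and the 100% control is not disclosed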
# H9c2 protect = protects H9c2 cardiomyocytes from peroxide injury | H2O2 injury protection, ATPLite, 2 h | protection from H2O2 cell death, % at 20 µM | actives 0.63% (n = 360,000) | AID 588492;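 active means compounds giving at least 50% protection of heart cells from peroxide-induced death in the single-dose screen, raw or plate-pattern-corrected value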;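 further: 0% = DMSO wells with peroxide and 100% = DMSO wells without peroxide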
# TLR9-MyD88 inh = TLR9-MyD88 interaction inhibition | Q9NR96+Q99836 | CHO BLA complementation TLR9-MyD88, CCF4 FRET ratio | inhibition, % at 4.98 µM | actives 0.21% (n = 340,000);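 active means inhibition above the mean over all tested compounds plus 3 SD, cut at about 21% in these data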;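 further: 0% = DMSO only wells and 100% = clavulanate BLA inhibitor control wells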
# HTR2A ag = mouse HTR2A agonism via beta-arrestin recruitment; P35363; CHO-K1 mHTR2A beta-arrestin complementation, luminescence; percent of 30 µM serotonin response; activation, % at 7.6 µM; actives 0.66% (n = 360,000); AID 624169;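 active means activation above a run cutoff, the mean activation of all tested compounds plus 3 SD, cut at about 14% in these data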;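 further: 0% = plate median of compound wells and 100% = 30 µM serotonin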
# Active calls of the source: *; nt = no result given. Not all compounds are listed; the hit share may differ from the screen's.
# Order of results – NOD2 RIPK2 PPI, N-glyco inh, MC4R barr agon, MC4R antag cAMP, ABCB6 inh MLPCN, SRC2 inh, ABHD5 PLIN5 PPI, H9c2 protect, TLR9-MyD88 inh, HTR2A ag
CCc1ccc(OCc2nnc(SCC(=O)NCc3ccco3)o2)cc1
 : -14.1, 3.7, -2.6, 2.9, 97.0, 14.6, -0.7, -9.4, 8.5, -1.0
O=[N+]([O-])c1ccc(N=Cc2c(O)ccc3ccccc23)cc1
 : 0.2, 2.6, -1.9, 1.1, 102.0, -10.7, -2.0, -0.4, 6.2, 4.6
O=C(CCCn1c(=S)[nH]c2ccsc2c1=O)NCc1ccco1
 : 15.9, -0.7, -3.4, 2.0, 100.0, -17.5, 4.6, -2.0, -3.2, 8.5
CCOC(=O)Cn1nnnc1CN(Cc1cccs1)Cc1cc2cc(C)ccc2[nH]c1=O
 : -2.9, 4.3, 2.3, 30.9*, 98.0, 7.5, -4.8, 0.5, -9.3, 4.5
Cc1ccccc1N(CC(=O)NCc1ccccc1)C(=O)CCC(=O)Nc1nccs1
 : -3.9, -0.1, -2.1, -2.5, 76.0, 0.0, 0.1, -0.6, -2.6, -2.1
COc1ccc(/C=N/OCc2ccccc2C#N)c(OC)c1
 : 0.3, -1.2, 3.5, 7.0, 97.0, -35.3, 1.0, -2.5, -15.5, 0.5
Cc1cccc(N(CC(=O)N2CCOCC2)S(C)(=O)=O)c1
 : -5.3, -0.1, 0.1, 8.8, 101.0, -8.9, -1.3, 4.4, -0.8, -2.7
CCN(CC)c1ccc(NC(=O)c2cccc(OC)c2)c(C)c1
 : 1.8, 11.6, -2.4, -8.9, 94.0, -28.9, -7.1, -8.6, -2.4, 5.8
O=C(CNC(=O)c1cccs1)N/N=C/c1ccc(O)cc1O
 : 3.0, 3.9, -1.9, -5.0, 99.0, 27.5, 1.1, 36.4, 2.3, -3.1
CN(C(=O)CSc1nnnn1-c1ccc(O)cc1)C1CCCCC1
 : -5.8, -1.9, 0.4, -2.2, 108.0, 8.7, -4.1, 4.1, -1.0, 5.3
Cc1cc(/C=N/NC(=O)CC2(C)OCCO2)c(C)n1-c1ccc(Cl)c(Cl)c1
 : 2.2, -4.6, -0.8, 7.2, 88.0, 7.4, -5.7, -3.0, -2.5, -2.0
CSCCC(NC(=O)c1ccco1)C(=O)NC1CCCCCC1 (stereo not given)
 : 4.1, 1.6, -2.8, -1.0, 103.0, -14.4, 3.1, 0.8, -0.1, -1.8
CC(SCc1ccccc1)C(=O)Nc1ccccc1F (stereo not given)
 : nt, 0.4, nt, nt, 99.0, -18.1, nt, -1.6, 13.9, nt
Cc1cc(=O)oc2cc(OCC(=O)OCC(=O)N3CCc4ccccc43)ccc12
 : -3.4, 0.9, -0.7, 0.3, 104.0, 4.6, -2.8, -4.0, -4.1, -0.3
COCCCNC(=O)CCCOc1ccccc1
 : -4.8, 1.9, -2.0, 1.9, 98.0, 8.6, -2.6, -0.7, 5.0, -4.8
COc1ccc(NC(=O)c2cn(CCC#N)nc2-c2cc3ccccc3o2)cc1
 : 8.6, -6.5, 2.4, 6.3, 96.0, 12.2, 7.5, 22.4, 8.8, -3.6
C/C(=N/NC(=O)C1CCCC1)c1ccc(NC(=O)C(F)(F)F)cc1
 : -5.9, 0.9, -0.7, 7.9, 97.0, -6.8, 5.8, -1.9, 8.0, 7.0
CCCCCSc1nc(O)cc(=O)[nH]1
 : 4.5, 1.0, 0.1, 11.0, 102.0, -19.4, 8.0, 1.6, 5.9, 2.5
CCOC(=O)C1CCN(Cc2c(O)ccc3ccccc23)CC1
 : -1.8, 1.5, -1.5, 18.5, 99.0, -9.7, -0.2, -6.1, -0.9, -2.6
Cc1[nH]c(=O)nc(NN=Cc2ccc(Cl)cc2)c1C(=O)Nc1ccc(Cl)cc1
 : -0.5, -0.8, -1.7, 0.1, 96.0, -22.5, 2.1, -13.0, 3.4, 1.8
O=C(NCCc1ccc(F)cc1)c1cccc(NC(=O)c2ccccc2)c1
 : -5.7, -3.8, -0.8, 4.1, 99.0, -30.7, -8.5, 11.8, 3.5, -5.5
CCCCC(=O)Nc1nnc(S(=O)(=O)N2CCCCCC2)s1
 : 0.9, -1.0, -2.6, -1.6, 93.0, -15.5, -1.4, -1.6, 6.2, -2.2
CCOC(=O)c1ccc(NC(=O)COc2coc(CN3CCc4ccccc43)cc2=O)cc1
 : -4.6, 0.7, -0.9, 5.1, 97.0, 0.1, 9.8, -5.7, 9.4, 1.9
COc1ccc(CN2C(=O)c3ccccc3C2c2nnnn2Cc2ccccc2)cc1 (stereo not given)
 : 1.1, nt, nt, nt, 93.0, -14.8, 3.5, nt, nt, 0.6
c1ccc(-c2noc(C34CC5CC(CC(C5)C3)C4)n2)nc1
 : -7.7, -1.6, 0.4, 1.3, 94.0, -64.0, -5.0, 0.3, -3.8, -1.3
CC1=C(C(=O)N2CCOCC2)CC(CC(=O)NC2CC2)C(=O)N1Cc1ccccc1 (stereo not given)
 : -14.4, 2.0, 0.6, -3.8, 93.0, 2.1, 9.2, 0.1, -15.1, -1.8
CC(C)(C)OC(=O)CNC(=O)c1[nH]cnc1C(=O)N[C@@H](Cc1ccccc1)C(=O)OC(C)(C)C
 : 5.8, -1.4, 2.6, 9.7, 95.0, 0.7, -1.8, 15.3, -4.2, 5.9
COc1ccccc1N1CCN(C(=O)c2ccc3[nH]c(C)c(C)c3c2)CC1
 : 5.1, 15.6, -3.4, -21.1, 96.0, 31.3, 1.6, -2.5, 8.6, -2.6
COc1ccc(-c2c(Sc3ccccc3)c3cc(-c4ccc5c(c4)OCO5)ccc3n2C)cc1
 : -2.0, nt, nt, nt, 104.0, -63.4, -3.6, nt, nt, 1.0
CCCS(=O)(=O)c1nc(S(=O)(=O)c2ccc(C)cc2)c(NCCCN2CCCC2=O)s1
 : 3.8, 0.4, -2.5, 5.8, 93.0, -21.4, 1.8, 7.5, 6.6, 1.9
C[C@@H]1NC(=O)c2cc([N+](=O)[O-])cc(F)c2NCCC[C@@H](C(N)=O)NC(=O)[C@H](CC(N)=O)NC1=O
 : -3.5, 2.5, -2.0, -0.8, 99.0, -1.4, 3.5, -1.0, -4.4, 0.2
Cc1ccc(C2=NS(=O)(=O)N(C)C(C(=O)Nc3ccc4c(c3)OCO4)=C2)cc1
 : -18.4, 2.7, 1.9, 9.2, 99.0, -22.5, -9.8, -31.5, -9.3, 4.6
CN(Cc1cc2ccccc2[nH]c1=O)C(=O)c1cccs1
 : 9.2, 0.8, -3.1, 3.8, 99.0, -9.9, 2.3, -7.9, 7.4, 2.1
CC(=O)NC(c1ccc(F)cc1)c1cccnc1 (stereo not given)
 : 7.9, 0.6, 0.1, 5.9, 95.0, 14.9, 1.1, -1.7, 6.3, 6.6
O=C(C1CCCN1S(=O)(=O)c1cccc2cccnc12)N1CCc2ccccc21 (stereo not given)
 : -8.6, -1.7, 1.7, 25.1, 102.0, -12.2, -9.8, 2.2, -6.0, -3.8
CC(C)CCCCCCCCCCCCC(=O)NCC(=O)NC1C(C)OC(Nc2ncnc3nc[nH]c23)C(O)C1O (stereo not given)
 : -16.9, -18.5, 16.4*, 6.5, 100.0, 40.0, 4.9, -18.0, 3.7, 0.1
CCCCN(C(=O)CCC(=O)Nc1cc(C)on1)C(C(=O)NC1CCCC1)c1ccc(OCC)cc1 (stereo not given)
 : 0.3, 5.5, 1.2, 1.6, 95.0, 7.8, -5.1, -0.8, -4.2, -4.9
CN(C)CCOC(=O)CCc1ccccc1
 : -1.8, -1.2, -1.0, -1.1, 106.0, 0.2, 0.3, 6.1, -9.5, 0.0
COc1ccc(N2CC(C)Cn3c2nc2c3c(=O)n(Cc3ccccc3F)c(=O)n2C)c(OC)c1 (stereo not given)
 : -9.4, -0.6, 0.6, -1.7, 98.0, -8.8, -1.4, 22.2, -3.7, 0.6
O=C(COC(=O)c1cccnc1Nc1cccc(C(F)(F)F)c1)NCCN1C(=O)CSC1=O
 : -3.8, 1.2, 0.7, 3.0, 89.0, -3.5, 6.3, -6.1, -9.9, -0.6
Cc1nn(-c2ccccc2)c(N)c1C1(O)C(=O)Nc2ccc([N+](=O)[O-])cc21 (stereo not given)
 : 13.9, 3.6, -1.4, 4.5, 95.0, -0.3, -14.5, -2.8, 9.5, 2.8
CCCn1nc(C(=O)OCC(=O)NC(C)c2ccccc2)c2ccccc2c1=O (stereo not given)
 : 0.1, 2.1, 0.4, 17.7, 99.0, 0.6, 2.9, 2.8, -5.9, 0.4
CCCOc1ccc(C(CC(=O)O)NC(=O)c2sc3ccccc3c2Cl)cc1 (stereo not given)
 : 3.6, 2.9, -0.6, 14.2, 98.0, -27.0, -1.9, 5.3, 8.1, 1.2
CCc1nc(SCC(=O)Nc2nnc(CC)s2)c2c(C)c(C)sc2n1
 : -1.4, 2.9, -0.8, -0.2, 96.0, -4.5, -1.1, -7.2, -2.4, 1.6
Cc1cccc(COc2ncnc3nc[nH]c23)c1
 : -11.9, 0.1, 2.3, 24.1, 100.0, -14.2, -2.9, -14.9, -1.4, 0.8
Nc1[nH]c(=S)nc2nc(-c3ccccc3)c(-c3ccccc3)nc12
 : 6.0, 0.9, -1.0, -3.2, 97.0, -28.9, -2.4, 7.1, 12.5, 7.3
COc1ccccc1C(=O)NC(=O)COC(=O)C1CC2CCCC(C1)C2=O (stereo not given)
 : -11.3, 2.2, -1.8, 0.8, 105.0, -7.4, -2.9, 8.5, 4.4, -3.8
Cc1cccc(-c2noc(CNC(=O)c3ccc4c(c3)OCO4)n2)c1
 : 4.2, -0.7, 0.2, 6.7, 103.0, -9.2, 2.8, 1.1, -5.3, 1.9
CNc1nc(N)nc(OC(C(F)(F)F)C(F)(F)F)n1
 : 0.1, 1.5, -3.5, -0.7, 94.0, -20.1, -3.6, 2.7, -15.2, 1.4
O=C(NC1CCCCC1)NC1(C(=O)NCCCN2CCOCC2)CCCCC1
 : -1.4, -1.1, -0.6, 11.3, 101.0, 7.0, -2.7, -8.2, -6.6, 3.6
CNS(=O)(=O)c1cc(Cl)ccc1Sc1ccccc1C(=O)O
 : -7.5, 1.0, -2.7, 1.7, 96.0, 10.8, -4.6, 1.0, 19.1, -1.8
Cc1cc2nc(SCC(=O)O)nc(C)c2cc1C
 : 2.2, 3.5, -0.9, 5.2, 103.0, 17.0, 1.1, 10.0, 1.2, -1.1
CC(C)N(Cc1cn[nH]c1-c1ccc(-c2ccccc2)cc1)Cc1nccn1C
 : 5.0, -1.8, -1.2, 2.6, 102.0, 3.4, 8.4, -0.5, 0.1, -7.7
Cc1cccc(-c2cc(C(=O)Nc3c(C)n(C)n(-c4ccccc4)c3=O)c3ccccc3n2)c1
 : -7.8, 0.3, -1.6, 4.2, 101.0, -12.9, -3.7, 20.7, -14.7, 4.0
COc1ccc(C(CNC(=O)C2CC(=O)N(Cc3ccccc3)C2)N2CCCC2)cc1 (stereo not given)
 : -5.3, 1.6, -2.8, 6.8, 94.0, -9.1, -2.4, 7.6, -0.3, -2.8
CC(NC(=O)CN1C(=O)NC(c2ccccc2)(c2ccccc2)C1=O)c1cccs1 (stereo not given)
 : -0.4, -0.6, -0.7, -1.8, 98.0, -16.8, -1.4, -5.9, -7.9, -0.9
